From PubChem BioAssay
Pf apPOL block – Pf-apPOL DNA polymerase inhibition | Recombinant Pf-apPOL, molecular beacon fluorescence, 1.5 h | inhibition, % at 10 µM | 0.25% of 210,000 active | AID 1794808
mHTT CaM bind – inhibitors of human mutant huntingtin-calmodulin interaction; AID 1671202; AlphaScreen His-mHTT/GST-CaM binding, luminescence; inhibition, % at 15 µM; 3.6% of 190,000 active;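 also: 0% = both proteins with DMSO and 100% = one protein alone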
Target sequence (P42858 whole entry, looked up, stated change not applied): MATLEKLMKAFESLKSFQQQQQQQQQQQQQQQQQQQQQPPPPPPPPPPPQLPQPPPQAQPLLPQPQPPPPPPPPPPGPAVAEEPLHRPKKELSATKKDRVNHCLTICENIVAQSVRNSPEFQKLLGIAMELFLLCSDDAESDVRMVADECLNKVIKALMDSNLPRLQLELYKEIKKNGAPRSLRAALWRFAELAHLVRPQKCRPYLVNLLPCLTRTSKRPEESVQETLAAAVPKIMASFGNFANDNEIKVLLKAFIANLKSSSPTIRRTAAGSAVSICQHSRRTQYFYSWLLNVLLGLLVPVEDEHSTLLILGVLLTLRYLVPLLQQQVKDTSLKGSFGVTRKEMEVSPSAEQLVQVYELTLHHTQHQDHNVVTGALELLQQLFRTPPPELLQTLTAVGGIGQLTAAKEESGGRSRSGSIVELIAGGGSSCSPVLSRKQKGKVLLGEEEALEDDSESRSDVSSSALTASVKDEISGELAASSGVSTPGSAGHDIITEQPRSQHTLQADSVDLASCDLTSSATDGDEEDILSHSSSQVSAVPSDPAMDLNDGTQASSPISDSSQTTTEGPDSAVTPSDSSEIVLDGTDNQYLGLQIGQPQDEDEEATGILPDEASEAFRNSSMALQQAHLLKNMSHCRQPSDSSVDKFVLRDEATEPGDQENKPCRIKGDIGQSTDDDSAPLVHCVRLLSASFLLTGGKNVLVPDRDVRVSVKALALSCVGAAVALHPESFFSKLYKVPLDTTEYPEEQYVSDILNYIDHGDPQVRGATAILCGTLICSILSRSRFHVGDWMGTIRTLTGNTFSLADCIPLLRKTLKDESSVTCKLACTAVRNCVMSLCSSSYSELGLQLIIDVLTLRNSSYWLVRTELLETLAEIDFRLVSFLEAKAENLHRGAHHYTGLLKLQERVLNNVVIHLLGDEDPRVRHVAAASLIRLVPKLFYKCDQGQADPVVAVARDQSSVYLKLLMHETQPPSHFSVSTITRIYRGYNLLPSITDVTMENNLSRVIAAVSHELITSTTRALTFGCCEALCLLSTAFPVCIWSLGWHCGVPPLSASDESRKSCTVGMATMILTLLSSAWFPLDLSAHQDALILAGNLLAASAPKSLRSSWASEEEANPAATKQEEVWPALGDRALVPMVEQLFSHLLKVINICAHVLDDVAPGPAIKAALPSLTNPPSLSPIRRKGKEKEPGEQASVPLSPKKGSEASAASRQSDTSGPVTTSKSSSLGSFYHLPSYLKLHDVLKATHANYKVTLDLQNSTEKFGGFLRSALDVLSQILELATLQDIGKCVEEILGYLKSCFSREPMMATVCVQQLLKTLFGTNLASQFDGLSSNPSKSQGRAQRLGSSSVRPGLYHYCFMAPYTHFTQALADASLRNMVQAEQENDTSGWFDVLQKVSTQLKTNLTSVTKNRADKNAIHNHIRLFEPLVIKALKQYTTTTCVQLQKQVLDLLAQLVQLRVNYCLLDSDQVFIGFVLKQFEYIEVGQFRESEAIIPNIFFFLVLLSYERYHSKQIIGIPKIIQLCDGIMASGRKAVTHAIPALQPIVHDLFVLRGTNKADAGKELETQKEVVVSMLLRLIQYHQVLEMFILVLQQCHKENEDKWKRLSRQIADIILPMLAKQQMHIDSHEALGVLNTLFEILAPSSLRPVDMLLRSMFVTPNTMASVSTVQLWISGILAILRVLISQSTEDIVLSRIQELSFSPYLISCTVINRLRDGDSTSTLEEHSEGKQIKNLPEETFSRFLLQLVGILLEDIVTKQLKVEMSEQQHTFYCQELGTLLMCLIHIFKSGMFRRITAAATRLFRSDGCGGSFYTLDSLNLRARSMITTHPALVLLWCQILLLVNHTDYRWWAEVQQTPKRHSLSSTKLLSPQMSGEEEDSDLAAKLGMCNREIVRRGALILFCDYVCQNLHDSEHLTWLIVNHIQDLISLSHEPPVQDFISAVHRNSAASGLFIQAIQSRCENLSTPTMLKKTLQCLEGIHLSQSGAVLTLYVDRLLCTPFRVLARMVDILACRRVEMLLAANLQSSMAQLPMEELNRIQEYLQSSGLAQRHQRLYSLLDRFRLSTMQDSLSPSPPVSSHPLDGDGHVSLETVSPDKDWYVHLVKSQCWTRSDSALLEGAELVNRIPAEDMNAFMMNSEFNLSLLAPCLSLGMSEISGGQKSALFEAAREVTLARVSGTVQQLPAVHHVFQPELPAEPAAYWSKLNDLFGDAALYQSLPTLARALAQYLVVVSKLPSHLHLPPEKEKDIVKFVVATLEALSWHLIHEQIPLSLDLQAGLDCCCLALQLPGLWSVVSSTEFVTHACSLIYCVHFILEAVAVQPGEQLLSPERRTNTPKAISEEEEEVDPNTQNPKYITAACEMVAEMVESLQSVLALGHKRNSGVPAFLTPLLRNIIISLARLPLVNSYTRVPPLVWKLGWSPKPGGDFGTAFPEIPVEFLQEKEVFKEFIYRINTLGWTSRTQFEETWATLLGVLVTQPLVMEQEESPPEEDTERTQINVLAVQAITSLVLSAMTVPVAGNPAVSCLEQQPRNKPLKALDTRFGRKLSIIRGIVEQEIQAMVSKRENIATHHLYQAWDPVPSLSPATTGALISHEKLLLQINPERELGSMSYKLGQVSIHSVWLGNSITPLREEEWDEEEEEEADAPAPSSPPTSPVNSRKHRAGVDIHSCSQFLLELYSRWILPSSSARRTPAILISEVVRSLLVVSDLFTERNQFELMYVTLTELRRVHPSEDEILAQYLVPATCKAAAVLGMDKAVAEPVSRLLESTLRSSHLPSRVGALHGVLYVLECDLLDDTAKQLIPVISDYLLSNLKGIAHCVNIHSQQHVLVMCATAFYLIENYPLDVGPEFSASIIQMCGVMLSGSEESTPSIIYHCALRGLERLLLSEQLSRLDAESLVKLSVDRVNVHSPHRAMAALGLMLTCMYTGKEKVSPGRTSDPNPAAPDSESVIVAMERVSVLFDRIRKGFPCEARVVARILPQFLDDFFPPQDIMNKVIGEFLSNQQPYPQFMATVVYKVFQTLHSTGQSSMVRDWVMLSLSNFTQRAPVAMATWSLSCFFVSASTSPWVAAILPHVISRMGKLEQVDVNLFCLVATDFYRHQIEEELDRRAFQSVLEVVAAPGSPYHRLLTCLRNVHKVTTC
The depositor's hits bear a star; & = joins results of further samples. Rule as the data show it: active = inhibition above about 50%; inactive = the rest.

O=C(CC(F)(F)F)Nc1cc(-c2ccccc2)nn1-c1cccc(F)c1 was read as Pf apPOL block -3 and mHTT CaM bind -2.
`NC(=O)C1CCN(C(=O)COc2ccc(Br)cc2Cl)CC1` gave Pf apPOL block -4 and mHTT CaM bind -5.
CCOc1ccccc1CN1CCCC1c1cc(C)no1 (centres undefined) was read as Pf apPOL block -8 and mHTT CaM bind 0.
Cc1ccc(S(=O)(=O)N2CCC(C(=O)N3CCCC(C(F)(F)F)C3)CC2)cc1 (centres undefined) was read as Pf apPOL block -1 and mHTT CaM bind 4.
`Cc1ccc(NC(=O)c2ccc(F)c(S(=O)(=O)N3CCc4ccccc4C3)c2)cc1F` gave Pf apPOL block 2 and mHTT CaM bind -3.
Screening C=CCn1c(SCC(=O)N2CCCCC2)nc2ccccc2c1=O returned Pf apPOL block -7 and mHTT CaM bind -4.
Cc1ccc2nc(/C(C#N)=C/c3ccc(-c4ccc5c(c4)COC5=O)o3)[nH]c2c1 was read as Pf apPOL block 0 and mHTT CaM bind 32.
`COc1cccc(CC(=O)N2CCCCC2CCN2CCOCC2)c1` (centres undefined) gave Pf apPOL block -2 and mHTT CaM bind 5.
`COc1ccc(Br)cc1C(=O)Nc1cccc(-c2nc3ncccc3o2)c1` gave Pf apPOL block 1 and mHTT CaM bind -2.
Screening NC(=NOC(=O)c1ccc(Cl)cc1)c1cnccn1 returned Pf apPOL block 4.
Screening CCOc1ccccc1C(=O)NCCCC(=O)O returned Pf apPOL block -4 and mHTT CaM bind 1.
For c1ccc(-c2ccc(-c3ccccc3)o2)cc1 the results were Pf apPOL block 1.
For CC1(C)Cc2ccccc2-c2nc(NN)[nH]c(=O)c21 the results were Pf apPOL block 3 and mHTT CaM bind 10.
COc1ccc(/C=C(\C#N)c2ccc(Cl)cc2)c(OC)c1 was read as Pf apPOL block 0 and mHTT CaM bind -1.
O=[N+]([O-])c1cccc(C2NCCc3c2[nH]c2ccccc32)c1 (centres undefined) was read as Pf apPOL block 0 and mHTT CaM bind 16.

A portion from further up, as a working copy:
For c1ccc(-c2ccc(-c3ccccc3)o2)cc1 the results were Pf apPOL block 1.
For CC1(C)Cc2ccccc2-c2nc(NN)[nH]c(=O)c21 the results were Pf apPOL block 3 and mHTT CaM bind 10.
COc1ccc(/C=C(\C#N)c2ccc(Cl)cc2)c(OC)c1 was read as Pf apPOL block 0 and mHTT CaM bind -1.
O=[N+]([O-])c1cccc(C2NCCc3c2[nH]c2ccccc32)c1 (centres undefined) was read as Pf apPOL block 0 and mHTT CaM bind 16.

New compounds follow
Screening COCCCNC(=O)c1cccc([N+](=O)[O-])c1C returned Pf apPOL block -3 and mHTT CaM bind -4.
C=CCNC(=O)c1cncc(Br)c1 was read as Pf apPOL block -9 and mHTT CaM bind 0.
`O=C(c1ccc(Br)o1)N1CC(c2nc(-c3cccc(C(F)(F)F)c3)no2)C1` gave Pf apPOL block -7 and mHTT CaM bind -12.
O=C(NCC1COC2(CCCCC2)O1)c1ccc(Cl)c([N+](=O)[O-])c1 (centres undefined) was read as Pf apPOL block -9 and mHTT CaM bind 1.
CCN(CC)CCNC(=O)c1cc2c(=O)oc3ccccc3c2s1 was read as Pf apPOL block 1 and mHTT CaM bind 1.
Screening COc1cc(C2C3=C(Nc4ncnn42)c2ccccc2CC3)cc(OC)c1OC (centres undefined) returned Pf apPOL block -2 and mHTT CaM bind 23.
`CC(=O)Oc1ccccc1C(=O)N1CCN(Cc2nnnn2-c2ccc(Cl)cc2)CC1` gave Pf apPOL block -8 and mHTT CaM bind -9.
`Nc1ccc(C(=O)c2ccccc2)cc1[N+](=O)[O-]` gave Pf apPOL block -3 and mHTT CaM bind 5.
Screening CC1CN(S(=O)(=O)c2cccc(C(F)(F)F)c2)CC(C)O1 (centres undefined) returned Pf apPOL block -4&7.
Cc1ccc(C(=O)NCC2CCCO2)cc1[N+](=O)[O-] (centres undefined) was read as Pf apPOL block -2 and mHTT CaM bind -4.
`Cc1ccc(N2C(=O)CSC2c2ccccc2)c(Br)c1` (centres undefined) gave Pf apPOL block -2 and mHTT CaM bind -11.
FC(F)(F)c1cc(Cc2nn[nH]n2)cc(C(F)(F)F)c1 was read as Pf apPOL block -6.
Screening O=C(NCCC1=CCCCC1)c1c[nH]c2ccc(S(=O)(=O)N3CCc4ccccc43)cc2c1=O returned Pf apPOL block -6 and mHTT CaM bind 9.
`COc1ccc(Cl)cc1NC(=O)CN(C)S(=O)(=O)c1ccc(Br)cc1` gave Pf apPOL block -7 and mHTT CaM bind -6.
CCN(CC)C(=O)c1ccccc1NC(=O)c1ccco1 was read as Pf apPOL block -10 and mHTT CaM bind 3.

Next part; it opens with the 3 that closed the last part.
Screening O=C(NCCC1=CCCCC1)c1c[nH]c2ccc(S(=O)(=O)N3CCc4ccccc43)cc2c1=O returned Pf apPOL block -6 and mHTT CaM bind 9.
`COc1ccc(Cl)cc1NC(=O)CN(C)S(=O)(=O)c1ccc(Br)cc1` gave Pf apPOL block -7 and mHTT CaM bind -6.
CCN(CC)C(=O)c1ccccc1NC(=O)c1ccco1 was read as Pf apPOL block -10 and mHTT CaM bind 3.
`COC(=O)c1ccc(Cl)cc1NC(=O)N1CCCn2nc(-c3cccnc3)cc2C1` gave Pf apPOL block -8 and mHTT CaM bind 34.
For CC(C)c1ccc2oc(-c3cc(NC(=O)c4cccnc4)ccc3Cl)nc2c1 the results were Pf apPOL block 0 and mHTT CaM bind -5.
`NS(=O)(=O)c1ccc(NC(=O)c2ccccc2I)cc1` gave Pf apPOL block 9 and mHTT CaM bind -9.
For CC(C)CNc1cccc2c1S(=O)(=O)N(Cc1cn(Cc3cccc(C(F)(F)F)c3)nn1)Cc1ccccc1O2 the results were Pf apPOL block -3 and mHTT CaM bind -8.
For CCN(CC)CCCNC(CC(=O)O)C(=O)O (centres undefined) the results were Pf apPOL block -3 and mHTT CaM bind -3.
`COc1ccc(OCCCC(=O)Nc2nc3ccc(S(C)(=O)=O)cc3s2)cc1` gave Pf apPOL block -4&-3 and mHTT CaM bind 18&2.
`Cc1oc(C2CCN(C(=O)CCCc3ccccc3)CC2)nc1C(=O)N1CCOCC1` gave Pf apPOL block -8 and mHTT CaM bind 25.
Screening Cc1ccc(CN2C(=O)NC3(CCCN(C(=O)c4cc(F)ccc4F)C3)C2=O)cc1 (centres undefined) returned Pf apPOL block -3 and mHTT CaM bind 2.
For COC(=O)Cc1cc(=O)n2[nH]c(SC)nc2n1 the results were Pf apPOL block -14.
`CCOc1ccc(N2C(=O)c3ccccc3NC2(C)CC)cc1` (centres undefined) gave Pf apPOL block -2 and mHTT CaM bind 2.
NC(=O)C1CCN(C(=O)CSc2nc3ccccc3s2)CC1 was read as Pf apPOL block 1 and mHTT CaM bind -3.
Screening CCN(Cc1ccccc1)C(=O)CCc1ccccc1 returned Pf apPOL block -2 and mHTT CaM bind -23.
For COc1cccc(C2CC(c3ccc(C)cc3)Nc3ncnn32)c1 (centres undefined) the results were Pf apPOL block -2 and mHTT CaM bind 13.
`O=C(NCCn1ccc2ccccc21)c1cc(Cl)ccc1[N+](=O)[O-]` gave Pf apPOL block -1 and mHTT CaM bind 12.
For Cc1ccnc(NS(=O)(=O)c2ccc(NC(=O)CSc3nc4ccccc4[nH]3)cc2)n1 the results were Pf apPOL block -2&0 and mHTT CaM bind 0&1.
CCOc1ccc(C(=O)N2CCc3c(c(-c4nc(Cc5ccccc5)no4)nn3C)C2)cc1 was read as Pf apPOL block -6 and mHTT CaM bind -1.
For O=C(Nc1ccc(Br)cc1)C1CCN(c2ccncc2)CC1 the results were Pf apPOL block -3 and mHTT CaM bind -10.
COc1ccccc1C1=N/C(=C\c2ccccc2F)C(=O)O1 was read as Pf apPOL block -2 and mHTT CaM bind -5.
Screening Cc1cc(NS(=O)(=O)c2ccc(Br)cc2)no1 returned Pf apPOL block 2 and mHTT CaM bind -5&-1.
For COc1ccc(C2(CNC(=O)Cc3ccccc3)CCCCC2)cc1OC the results were Pf apPOL block 0&6 and mHTT CaM bind 4&13.
`CC(O)(CNC(=O)c1ccccc1Br)c1ccco1` (centres undefined) gave Pf apPOL block 2 and mHTT CaM bind -14.
`O=C(Nc1ccc(F)cc1F)Nc1nnc2ccccn12` gave Pf apPOL block 0 and mHTT CaM bind -2.
`Cc1ccccc1C1C(C#N)=C(N)N(c2ncn[nH]2)C2=C1C(=O)CC(C)(C)C2` (centres undefined) gave Pf apPOL block -2 and mHTT CaM bind 0.
Cc1cccc(N=c2oc3c(C)ncc(CO)c3cc2C(=O)Nc2ccccc2C)c1 was read as Pf apPOL block 4 and mHTT CaM bind 6.
`CCOc1ccc(/C=C/C(=O)Nc2ccc3nc(N4CCOCC4)cc(C)c3c2)cc1OC` gave Pf apPOL block -6 and mHTT CaM bind 1.
CCOc1ccc(NC2=CC(=NS(=O)(=O)c3ccccc3)c3ccccc3C2=O)cc1 was read as Pf apPOL block -5 and mHTT CaM bind 66*.
Screening Cc1c(C#N)sc(C(N)=O)c1C returned Pf apPOL block -4.
CC(C)(C)NCC(O)COc1ccc(Cl)cc1 (centres undefined) was read as Pf apPOL block -6 and mHTT CaM bind -3.
Screening COc1ccc(Nc2nc(N)nc(SCc3nnc(C)s3)n2)cc1 returned Pf apPOL block 2 and mHTT CaM bind 6.
For Cc1cc(C(F)(F)F)nn1CC(=O)Nc1ccc([N+](=O)[O-])cc1Cl the results were Pf apPOL block -1 and mHTT CaM bind 1.

Entries from the list above containing a cyano group, in the order listed:
Cc1ccc2nc(/C(C#N)=C/c3ccc(-c4ccc5c(c4)COC5=O)o3)[nH]c2c1 was read as Pf apPOL block 0 and mHTT CaM bind 32.
COc1ccc(/C=C(\C#N)c2ccc(Cl)cc2)c(OC)c1 was read as Pf apPOL block 0 and mHTT CaM bind -1.
`Cc1ccccc1C1C(C#N)=C(N)N(c2ncn[nH]2)C2=C1C(=O)CC(C)(C)C2` (centres undefined) gave Pf apPOL block -2 and mHTT CaM bind 0.
Screening Cc1c(C#N)sc(C(N)=O)c1C returned Pf apPOL block -4.

(continued)
Screening O=C(NCc1c(Cl)cccc1Oc1ccccc1)c1ccc2nccnc2c1 returned Pf apPOL block -9.
For CCCCN(C)CCNC(=O)c1ccc(CS(=O)(=O)Cc2ccc(Cl)cc2)o1 the results were Pf apPOL block -14 and mHTT CaM bind 4.
For CCN(CCNC(=O)C1CCc2nc(N3CCOCC3)ncc2C1)c1ccccc1 (centres undefined) the results were Pf apPOL block -6 and mHTT CaM bind 6.
`COc1ccc(OCc2nc(C#N)c(NCc3ccco3)o2)cc1` gave Pf apPOL block -1 and mHTT CaM bind 12.
Screening CCNC(=O)c1[nH]c2ccc(F)cc2c1N1CCCC1=O returned Pf apPOL block -5 and mHTT CaM bind -4.
`Cc1ccc(CN2CCC(OCc3nc(-c4cccnc4)no3)CC2)o1` gave Pf apPOL block 4 and mHTT CaM bind 5.
Screening O=C(NCCc1ccncc1)C1CN(S(=O)(=O)c2cccnc2)CC12CCCCC2 (centres undefined) returned Pf apPOL block -2 and mHTT CaM bind 0.
Screening Cc1nc(C(F)(F)F)nc(Sc2n[nH]c(-c3ccccc3)n2)c1C returned Pf apPOL block -9&-11.
For CCCCN(CC)S(=O)(=O)c1cc(C(=O)Nc2ccc(Cl)c(Cl)c2)ccc1F the results were Pf apPOL block -2 and mHTT CaM bind -27.
`O=C1Nc2ccc(Br)cc2C(O)(C(=O)NC2CC2)N1c1ccccc1` (centres undefined) gave Pf apPOL block -1 and mHTT CaM bind 1.
Screening COc1ccc(C=C2Oc3cc(OCC=C(C)C)ccc3C2=O)cc1OC returned Pf apPOL block -8 and mHTT CaM bind -24.
`COc1cccc(-n2ccn3cc(-c4ccc(F)cc4)nc3c2=O)c1` gave Pf apPOL block -1 and mHTT CaM bind 2.
CC1CCN(Cc2csc(N3CCN(C(=O)Cc4ccccc4Cl)CC3)n2)CC1 was read as Pf apPOL block -1 and mHTT CaM bind 15.
`S=C(NNc1ccccc1)c1ccccc1` gave Pf apPOL block -1.
Screening COc1ccc(CC2CCN(C(=O)Nc3cccc(F)c3)CC2)cc1 returned Pf apPOL block -2 and mHTT CaM bind -22.
`COc1cccc2cc(C(=O)NCCO)c(=O)oc12` gave Pf apPOL block -3 and mHTT CaM bind -3.
`Cc1nnc2ccc(OCCNS(=O)(=O)c3ccc4c(c3)OCCO4)nn12` gave Pf apPOL block -7 and mHTT CaM bind -1.
For CCC(=O)NCc1nc2c(n1C)CN(S(=O)(=O)c1cc(Cl)ccc1OC)CC2 the results were Pf apPOL block -6 and mHTT CaM bind 18.
For CC(C)CCNC(=O)CCC(=O)N1CC2CCCN2c2ccccc21 (centres undefined) the results were Pf apPOL block -7 and mHTT CaM bind 13.
Screening O=C1CC(Cc2ccc(Cl)cc2)C(=O)N1c1ccc(I)cc1 (centres undefined) returned Pf apPOL block -2 and mHTT CaM bind -25.
Screening C=CCOc1c(Br)cc(/C=C2\C(=O)ON=C2C)cc1OC returned Pf apPOL block -2 and mHTT CaM bind 21.
Screening CCC(C)(C)C(=O)N1CCCN(C2CCN(Cc3ccccc3)C2=O)CC1 (centres undefined) returned Pf apPOL block 0 and mHTT CaM bind 23.
Screening O=C(NCCC1=CCCCC1)c1ccc(-n2nnc3ccccc3c2=O)cc1 returned Pf apPOL block -2 and mHTT CaM bind 8.
For O=C1C(=Cc2ccccc2F)Oc2cc(O)ccc21 the results were Pf apPOL block 1 and mHTT CaM bind -6.
`C=COCCNC(=O)Nc1ccc(F)cc1` gave Pf apPOL block -4 and mHTT CaM bind -5.

An excerpt (hit frequency here may not be typical).
